From PubChem BioAssay
AmpC no deterg: AmpC beta-lactamase inhibition without detergent; P00811; AmpC nitrocefin hydrolysis, absorbance 480 nm, 0.0001% Triton; Potency, µM (series often up to 57.1 µM), without a hit: at the highest dose activity change, negative = inhibition, most hits filed as inhibitors; actives 0.52% (n = 330,000); AID 485341;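 note: potency is the fitted concentration of half-maximal effect; plate controls were no compound for no effect and no enzyme for full effect; nearly all actives have a fitted effect of over 20% in size; some results filed as inactive show a strong effect at the top dose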
Target sequence (P00811 whole entry, looked up): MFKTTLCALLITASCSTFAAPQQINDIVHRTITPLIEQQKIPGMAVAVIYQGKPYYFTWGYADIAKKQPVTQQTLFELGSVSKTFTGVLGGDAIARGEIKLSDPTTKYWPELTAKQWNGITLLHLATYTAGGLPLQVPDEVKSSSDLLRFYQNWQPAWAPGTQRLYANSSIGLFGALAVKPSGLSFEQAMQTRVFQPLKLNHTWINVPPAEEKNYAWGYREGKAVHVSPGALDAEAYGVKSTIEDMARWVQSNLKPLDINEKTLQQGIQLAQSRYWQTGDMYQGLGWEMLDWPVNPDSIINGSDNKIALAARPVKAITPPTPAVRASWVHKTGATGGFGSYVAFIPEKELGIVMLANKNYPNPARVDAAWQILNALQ
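AmpC (5.3 nM in the dispensed reagent) in 20 mM phosphate pH 7.0 with 0.01% (detergent screen) or 0.0001% Triton X-100 was preincubated with compounds for 15 min at room temperature. Nitrocefin was then added from an 800 uM solution, and hydrolysis was followed at 480 nm.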
Shiga inhibitor: Shiga toxin inhibition; Vero cells, Shiga toxin protein synthesis inhibition reporter; inhibition, % at 38.7 µM; actives 9.2% (n = 290,000); in the data active = inhibition mostly above about 28%, no sharp cut-off; inactive = mostly below about 43%; note: 0% is about no effect
LmPK inhibitor: inhibitors of Leishmania mexicana pyruvate kinase; Q27686; purified LmPK, Kinase-Glo ATP luminescence, 1 h; Potency, µM (top dose mostly 57.5 µM), for inactives: top-dose activity change, negative = inhibition, actives largely listed as inhibitors; actives 0.37% (n = 290,000); AID 1721; note: potency is the fitted concentration of half-maximal effect; % is set by controls: 0 for no effect and ±100 for the full control effect
Target sequence (Q27686 whole entry, looked up): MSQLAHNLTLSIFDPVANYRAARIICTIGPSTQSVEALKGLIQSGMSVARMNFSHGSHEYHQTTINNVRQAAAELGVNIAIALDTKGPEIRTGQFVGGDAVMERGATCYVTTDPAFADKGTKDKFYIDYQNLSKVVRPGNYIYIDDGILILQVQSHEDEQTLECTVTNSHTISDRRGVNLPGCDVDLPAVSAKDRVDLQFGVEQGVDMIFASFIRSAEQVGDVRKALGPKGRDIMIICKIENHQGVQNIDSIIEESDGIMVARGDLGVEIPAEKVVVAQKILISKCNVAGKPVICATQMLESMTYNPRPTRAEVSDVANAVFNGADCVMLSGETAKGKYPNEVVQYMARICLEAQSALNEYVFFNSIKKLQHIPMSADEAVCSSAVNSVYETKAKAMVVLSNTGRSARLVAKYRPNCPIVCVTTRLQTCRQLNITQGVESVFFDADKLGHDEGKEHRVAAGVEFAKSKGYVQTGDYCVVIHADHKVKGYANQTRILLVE
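Screened at intermediate enzyme activity to detect both inhibitors and activators: LmPK at 0.1 nM, with a 0.5 nM enzyme column as activation reference. PEP 0.5 mM, ADP 0.1 mM; ATP detected by luminescence after 1 h.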
Pf growth 96h: P. falciparum growth inhibition at 96 hour, primary screen for plastid delayed-death inhibitors; actives 6.9% (n = 320,000); AID 504834; P. falciparum luciferase reporter growth, 96 h; Potency, µM (doses to about 28.7 µM), for the others: at the top dose activity change, negative = inhibition, hits mostly inhibitors; note: potency is the fitted concentration of half-maximal effect; % is set by controls: 0 for no effect and ±100 for the full control effect
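Two parasite generations (96 h, 37 C, 5% CO2) of compound exposure in infected erythrocytes (0.05% parasitemia, 2% hematocrit). Luciferase-reporter P. falciparum; decreased luminescence indicates inhibited growth, aimed at apicoplast-acting delayed death.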
CHX counter: counter-screen for Shiga toxin inhibitors: cycloheximide protein synthesis inhibition. cell reporter, cycloheximide protein synthesis inhibition counterscreen. max response, %. actives 12% (n = 300,000). AID 2314; in the data active = max response mostly above about 13%, no sharp cut-off; inactive = mostly below about 14%; note: read at 38.3 µM for the half of the compounds with a filed dose; 0% is about no effect
TbPYK inhibitor: inhibitors of Trypanosoma brucei pyruvate kinase; Q57TT1; TbPYK enzyme, Kinase-Glo Plus ATP luminescence, 45 min; Potency, µM (top dose mostly 76.8 µM), for the others: top-dose activity, negative = inhibition, hits mostly inhibitors; actives 0.12% (n = 410,000); note: potency is the fitted concentration of half-maximal effect; % is set by controls: 0 for no effect and ±100 for the full control effect; nearly all actives have a fitted effect of over 50% in size
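Screened from lowest to highest concentration, compounds were pinned into TbPYK/substrate mixtures, and ADP (130 uM final) was added. Plates sat at room temperature for 45 min prior to Kinase-Glo Plus detection by luminescence.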
Pf growth 48h: inhibits P. falciparum growth in the first generation, 48 h; Potency, µM (doses to about 28.7 µM), for the others: top-dose activity change, negative = inhibition, most hits filed as inhibitors; AID 504832; actives 5.9% (n = 310,000); P. falciparum luciferase growth in erythrocytes, 48 h; note: potency is the fitted concentration of half-maximal effect; % is set by controls: 0 for no effect and ±100 for the full control effect
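Here the parasites carry a stable luciferase gene and grow inside erythrocytes in Albumax-based RPMI medium with compound for one erythrocytic cycle. Activity is scored as loss of luminescent signal.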
Numbers without * were called inactive; ? = inconclusive; . = no result given; & = joins results of further samples; [ ] = dose if it differs, or a comment. Unless noted, calls come from the whole dose curve; as a rule, active = well fitted curve in the direction sought with a large enough effect; inconclusive = small, poorly fitted or top-dose-only effect, or another doubt; inactive = no such curve, though single readings can be large; an effect the other way counts as inactive or inconclusive.

SMILES	AmpC no deterg	Shiga inhibitor	LmPK inhibitor	Pf growth 96h	CHX counter	TbPYK inhibitor	Pf growth 48h
COC(=O)c1c[nH]c(=O)c2ccccc12	-2%	-16	-5%	?	-1	-6%	35%[activator]
Cc1snc2sc(C(=O)c3ccc(Br)cc3)c(N)c12	-15%	28	5%	263%[activator]	27*	-4%	.
O=C(/C=C/c1cccc([N+](=O)[O-])c1)OCC(=O)c1ccccc1	-26%	-3	-1%	11%	-5	0%	13%
Cc1nc(-c2cccc(NC(=O)COc3ccc(Cl)cc3)c2)cs1	-38%	16	-2%	1%	10	-9%	12%
O=C(NCc1ccc(-c2nc3ccccc3s2)cc1)c1ccc(Br)o1	-34%	40*	-4%	-15%	28*	-9%	36%[activator]
O=C(N/N=C/c1cc2ccccc2nc1Cl)[C@H]1C[C@@H]1c1ccccc1	-12%	-16	0%	1.7µM*	-2	1%	2.6µM*
Cc1cc(C(=O)O)sc1C	-20%	-4	3%	?	-2	-9%	-19%
CCOC(=O)N1CCN(S(=O)(=O)c2ccc(OC)c(OC)c2)CC1	-4%	-2	1%	-9%	-2	1%	11%
CC(CCc1ccccc1)NC(=O)CCNS(=O)(=O)c1ccccc1 (stereo not drawn)	-6%	.	.	18%	.	-5%	-11%
O=C1CC(c2ccccc2Cl)CC(O)=C1C=NCCCO (stereo not drawn)	-15%	.	1%	-10%	-1	-5%	8%
CCn1ccnc1CNC(=O)C1CCC(=O)N(Cc2cccc(C(F)(F)F)c2)C1 (stereo not drawn)	28%	-6	0%	-92%	-3	8%	6%
C/C(=N\NC(=O)C1CC1)c1cccs1	-1%	5	-1%	-21%	-3	2%	6%
COc1ccc(CCN(Cc2cccs2)S(=O)(=O)c2ccc(-n3cnnn3)c(OC)c2)cc1OC	129%[activator]	-7	6%	?	-3	-8%	.
COc1ccc2c(-c3ccccc3)cc(N3CCOCC3)nc2c1	118%[activator]	-5	-10%	.	0	6%	?
Cc1cc(NC(=O)CSc2nnc(-c3ccccc3F)n2C)no1	-8%	.	.	-30%	.	4%	-3%
CC(NC(=O)c1cccs1)c1nnc(SCc2ccc(Cl)cc2Cl)n1C (stereo not drawn)	18%	-18	3%	?	-6	-3%	?
NS(=O)(=O)c1ccc2nc(NC(=O)Nc3ccc(F)cc3)sc2c1	-38%	54*	-4%	94%[activator]	46*	-2%	38%[activator]
Cc1c(-c2nc3ccccc3[nH]2)cnn1C	-14%	.	.	80%[activator]	.	-3%	98%[activator]
COc1ccc(S(=O)(=O)N2CCN(C(=O)c3cccs3)CC2)cc1OC	4%	22	-5%	44%[activator]	-3	-8%	-9%
CC(C)Sc1ccc([N+](=O)[O-])cc1C(=O)Nc1ccncc1	-29%	-1	3%	1.2µM*	5	0%	?
CC(C)(C)c1ccc(OCCNC(=O)c2ncn[nH]2)cc1	-12%	-3	3%	?	6	-1%	.
COc1ccc(C2c3c(-c4ccccc4O)n[nH]c3C(=O)N2Cc2ccco2)cc1 (stereo not drawn)	-53%	-1	9%	9.3µM*	-3	0%&1%	?
O=C(C1CCN(S(=O)(=O)c2ccccc2)CC1)N1CCN(c2ccccc2)CC1	64%[activator]	25	-1%	29%	7	-16%	?
COc1ccc(C(C)C)cc1S(=O)(=O)N1CCC(C(=O)N2CCN(C)CC2)CC1	98%[activator]	-8	-2%	-17%	-3	2%	27%
O=c1c2nnn(Cc3ccccc3)c2ncn1C/C=C/c1ccccc1	-17%	-10	3%	?	-1	9%	?
COCCNC(=S)N/N=C(\C)c1ccccc1OC	-19%	-2	1%	?	-2	0%	?
Cc1ccccc1N1C(=O)c2cccc3cccc(c23)C1=O	-14%	-14	2%	0%	-5	-1%	-7%
Cn1c(=O)[nH]c(=O)c2c1nc(N1CCOCC1)n2CC(O)COc1ccc2ccccc2c1 (stereo not drawn)	92%[activator]	-9	0%	6.6µM*	-1	-1%	-10%
c1nnnn1C12CC3CC(CC(C3)C1)C2	-5%	-24	9%	.	-1	1%	-5%
O=C(NCc1ccccn1)c1ccc2c(c1)N(Cc1ccccc1)CCS2	-2%	-8	6%	?	8	3%	?
O=C(CCc1nnc(Cc2ccc3c(c2)OCO3)o1)NCCc1ccccc1Cl	94%[activator]	-6	-12%	10%	5	-7%	2%
CCOc1ccccc1NC(=O)Nc1cccc(C(C)=O)c1	-10%	11	1%	-22%	8	-2%	.
CCCCn1c(=O)[nH]c(=O)c2c1nc(-c1ccc(CC)c([N+](=O)[O-])c1)n2C	-11%	-23	2%	?	1	.	?
Cc1cc(C)n(S(=O)(=O)c2ccc3oc(=O)ccc3c2)n1	-11%	39	1%	-1%	-4	5%	20%
COc1ccc(N2C(=O)C(Cl)=C(Nc3ccccc3OC)C2=O)cc1	-8%	8	0%	-1%	2	-6%	37%[activator]
COC(=O)CCC(=O)OC1(C)C(=O)C2=CN(CC(C)C)C(c3ccc(OC)cc3)=CC2=C(Br)C1=O (stereo not drawn)	163%[activator]	-2	-3%[11.5 µM]	13µM*	-2	.	?

17 structures out of the list, sorted by length of the SMILES, largest number first.
SMILES	AmpC no deterg	Shiga inhibitor	LmPK inhibitor	Pf growth 96h	CHX counter	TbPYK inhibitor	Pf growth 48h
COC(=O)CCC(=O)OC1(C)C(=O)C2=CN(CC(C)C)C(c3ccc(OC)cc3)=CC2=C(Br)C1=O (stereo not drawn)	163%[activator]	-2	-3%[11.5 µM]	13µM*	-2	.	?
CCCCn1c(=O)[nH]c(=O)c2c1nc(-c1ccc(CC)c([N+](=O)[O-])c1)n2C	-11%	-23	2%	?	1	.	?
Cn1c(=O)[nH]c(=O)c2c1nc(N1CCOCC1)n2CC(O)COc1ccc2ccccc2c1 (stereo not drawn)	92%[activator]	-9	0%	6.6µM*	-1	-1%	-10%
COc1ccc(C(C)C)cc1S(=O)(=O)N1CCC(C(=O)N2CCN(C)CC2)CC1	98%[activator]	-8	-2%	-17%	-3	2%	27%
COc1ccc(C2c3c(-c4ccccc4O)n[nH]c3C(=O)N2Cc2ccco2)cc1 (stereo not drawn)	-53%	-1	9%	9.3µM*	-3	0%&1%	?
O=C(C1CCN(S(=O)(=O)c2ccccc2)CC1)N1CCN(c2ccccc2)CC1	64%[activator]	25	-1%	29%	7	-16%	?
COc1ccc(S(=O)(=O)N2CCN(C(=O)c3cccs3)CC2)cc1OC	4%	22	-5%	44%[activator]	-3	-8%	-9%
CC(NC(=O)c1cccs1)c1nnc(SCc2ccc(Cl)cc2Cl)n1C (stereo not drawn)	18%	-18	3%	?	-6	-3%	?
O=C(NCc1ccccn1)c1ccc2c(c1)N(Cc1ccccc1)CCS2	-2%	-8	6%	?	8	3%	?
O=c1c2nnn(Cc3ccccc3)c2ncn1C/C=C/c1ccccc1	-17%	-10	3%	?	-1	9%	?
Cc1cc(NC(=O)CSc2nnc(-c3ccccc3F)n2C)no1	-8%	.	.	-30%	.	4%	-3%
CC(C)(C)c1ccc(OCCNC(=O)c2ncn[nH]2)cc1	-12%	-3	3%	?	6	-1%	.
Cc1ccccc1N1C(=O)c2cccc3cccc(c23)C1=O	-14%	-14	2%	0%	-5	-1%	-7%
CCOc1ccccc1NC(=O)Nc1cccc(C(C)=O)c1	-10%	11	1%	-22%	8	-2%	.
COCCNC(=S)N/N=C(\C)c1ccccc1OC	-19%	-2	1%	?	-2	0%	?
Cc1c(-c2nc3ccccc3[nH]2)cnn1C	-14%	.	.	80%[activator]	.	-3%	98%[activator]
c1nnnn1C12CC3CC(CC(C3)C1)C2	-5%	-24	9%	.	-1	1%	-5%

The listing continues.
SMILES	AmpC no deterg	Shiga inhibitor	LmPK inhibitor	Pf growth 96h	CHX counter	TbPYK inhibitor	Pf growth 48h
CC(C)C[C@@H](N)c1nnc(SCC(=O)c2ccc(Cl)cc2)o1	-12%	-2	0%	-5%	-3	2%	.
CCCNC(=O)c1sc2c(c1C(=O)Nc1ccccn1)CCCC2	-24%[11.4 µM]	13	-4%	?	-2	-2%	-22%
COc1ccc(-c2nc(O)c3cnccn23)cc1	-12%	-2	-1%	8%	-5	-4%	7%
CCOc1c2ccccc2nn1CCO	2%	.	.	130%[activator]	.	3%	-22%
CCN(c1ccccc1)S(=O)(=O)c1c[nH]c2ccc([N+](=O)[O-])cc12	-43%	-8	1%	?	-3	1%	23%
Cc1cc(OCC(=O)N[C@@H](Cc2c[nH]c3ccccc23)C(=O)O)c2c(C)c(C)c(=O)oc2c1	-14%	-3	7%	-4%	-3	-4%	7%
Cc1[nH]c2ccccc2c1C(c1ccncc1)N1CCN(c2ccccn2)CC1 (stereo not drawn)	47%	28	2%	-2%	-2	15%	-6%
COC(=O)c1cc(Cl)c(NC(=O)/C=C/c2ccc(OC)c(OC)c2)cc1OC	169%[activator]	-32	6%	0%	-2	-1%	-10%
O=C1S/C(=C\c2ccccn2)C(=O)N1Cc1ccccc1F	-19%	-4	2%	?	-1	-6%	-30%
CN(c1ccc(C(=O)Nc2ccccn2)cc1)S(=O)(=O)c1ccccc1	-16%	90*	-3%	?	32*	2%	17%
O=C(c1cncc(Br)c1)N1CCN(S(=O)(=O)c2ccccc2)CC1	-19%	-4	1%	27%	1	3%	10%
O=C(Nc1ccc2c(c1)OCO2)Nc1ccc(Br)cn1	-21%	83*	-9%	.	37*	2%	147%[activator]
Cc1cccc(C(=O)N(c2ccccn2)C(C)c2ccco2)c1 (stereo not drawn)	-10%[11.4 µM]	-5	2%	6%	2	-1%	-5%
O=C(NC1CCCC1)C1CC(=O)N(CCc2ccccc2)C1 (stereo not drawn)	-4%	-13	-3%	15%	-3	-1%	-3%
Cc1c(C)c2ccc(OCC(=O)Nc3ccc(N4CCC(C)CC4)cc3)cc2oc1=O	-33%	-3	6%	?	-2	0%	?
O=C1c2ccccc2C(=O)N1CCC#Cc1ccc2cc(C3(O)CCCCC3)oc(=O)c2c1	-7%	.	.	?	.	-6%	?
Cn1c(CN2CCOCC2)nnc1SCC(=O)NC1CCCCC1	-7%	34	-5%	?	1	3%	-3%
Cc1cc(NC(=O)CSc2nnc(-c3c[nH]c4ccccc34)n2C)no1	-13%	-7	4%	-21%	8	-2%	-18%
CC(c1ccccn1)N(CCN(C)C)C(=S)Nc1ccccc1F (stereo not drawn)	-17%	15	-1%	.	-2	3%	-7%
O=C(Nc1ccc(Cl)cc1)N(C1=NCCC1)c1ccc(OC(F)F)cc1	-26%	75*	2%	42%[activator]	41*	-3%	43%[activator]
